# Pol eta inh – DNA polymerase eta (human) inhibition | recombinant Pol eta, fluorescent DNA replication assay | Q9Y253 | AID 588591 | Potency, µM (highest dose often 114 µM), without a hit: top-dose activity change, negative = inhibition, actives largely listed as inhibitors | 390,000 tested, 1.2% active; further: on the % scale 0 is the no-effect control and ±100 the full control effect
#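 Fluorescent replication assay: 50 nM final substrate added after a 15 min room-temperature compound preincubation with 10 nM enzyme. Signal taken at 0 min and again at 10 min.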
# BLM inh – inhibitors of human Bloom syndrome helicase BLM; P54132; recombinant BLM DNA unwinding, fluorescence dequenching; Potency, µM (series often up to 56.1 µM), inactives show top-dose activity change, negative = inhibition, most hits filed as inhibitors; 350,000 tested, 0.2% active;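 further: plate controls were vehicle for no effect and no enzyme for full effect; nearly all actives have a fitted effect of over 35% in size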
# APE1 inh – blocks human APE1 abasic DNA cleavage. P27695. recombinant APE1, TAMRA/BHQ-2 abasic DNA cleavage fluorescence. Potency, µM (titrated, usually from 65.8 µM), inactives show at the highest dose activity change, negative = inhibition, actives largely listed as inhibitors. 350,000 tested, 0.35% active. AID 2517;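 further: plate controls were vehicle for no effect and reference inhibitor for full effect; nearly all actives have a fitted effect of over 55% in size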
#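 APE1 at 0.75 nM preincubated 15 min at room temperature with compound. Reaction then started with 50 nM double-stranded THF-abasic substrate labelled with TAMRA/BHQ-2, and 525/598 nm fluorescence read kinetically. Activity taken as third-minus-first read difference, normalized to DMSO and NSC13755 controls.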
# JMJD2A Tudor inh – inhibitors of human JMJD2A Tudor domain; Potency, µM (doses to about 114 µM), without a hit: at the highest dose activity change, negative = inhibition, hits mostly inhibitors; AID 504339; 390,000 tested, 4.4% active; AlphaScreen JMJD2A-Tudor / H3K4me3 peptide binding; further: on the % scale 0 is the no-effect control and ±100 the full control effect; nearly all actives have a fitted effect of over 50% in size
# Pol kappa inh – DNA polymerase kappa (human) inhibition; Q9UBT6; purified Pol kappa, fluorescent DNA synthesis assay, 10 min; Potency, µM (top dose mostly 107 µM), for the others: at the top dose activity, negative = inhibition, usual class: inhibitors; 400,000 tested, 0.53% active; further: on the % scale 0 is the no-effect control and ±100 the full control effect
# Target sequence (Q9UBT6 whole entry, looked up): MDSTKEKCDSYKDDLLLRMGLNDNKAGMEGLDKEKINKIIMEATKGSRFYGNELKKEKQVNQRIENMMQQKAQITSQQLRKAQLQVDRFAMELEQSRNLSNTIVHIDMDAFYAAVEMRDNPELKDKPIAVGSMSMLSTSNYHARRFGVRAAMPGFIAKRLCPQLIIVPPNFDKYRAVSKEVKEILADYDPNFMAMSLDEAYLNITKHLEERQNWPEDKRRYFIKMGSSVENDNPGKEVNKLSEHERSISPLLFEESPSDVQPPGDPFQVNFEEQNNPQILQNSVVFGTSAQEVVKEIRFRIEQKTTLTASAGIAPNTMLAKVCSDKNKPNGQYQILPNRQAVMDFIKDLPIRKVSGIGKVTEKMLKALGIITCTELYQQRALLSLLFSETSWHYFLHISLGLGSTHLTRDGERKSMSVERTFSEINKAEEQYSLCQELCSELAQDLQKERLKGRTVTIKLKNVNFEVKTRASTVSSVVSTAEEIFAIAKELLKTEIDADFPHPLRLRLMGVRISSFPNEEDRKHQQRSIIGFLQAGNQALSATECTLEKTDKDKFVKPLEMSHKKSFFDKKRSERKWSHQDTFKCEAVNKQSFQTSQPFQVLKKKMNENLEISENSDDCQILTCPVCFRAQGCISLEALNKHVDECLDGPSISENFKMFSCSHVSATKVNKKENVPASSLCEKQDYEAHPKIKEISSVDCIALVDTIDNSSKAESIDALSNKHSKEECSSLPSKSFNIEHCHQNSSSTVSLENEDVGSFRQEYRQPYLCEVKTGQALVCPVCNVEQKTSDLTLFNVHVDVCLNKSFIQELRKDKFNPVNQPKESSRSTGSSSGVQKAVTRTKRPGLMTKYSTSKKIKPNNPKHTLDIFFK
#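 First, compounds were pin-transferred onto 10 nM Pol kappa. After 15 min at room temperature, substrate was added to 50 nM final. Fluorescence was then measured kinetically at 0 and 10 min.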
# G9a block – blocks human histone lysine methyltransferase G9a | Potency, µM (highest dose often 102 µM), for inactives: top-dose activity, negative = inhibition, most hits filed as inhibitors | AID 504332 | 350,000 tested, 8.8% active | Q96KQ7 | G9a H3K9 monomethylation, AlphaScreen, 2 h; further: on the % scale 0 is the no-effect control and ±100 the full control effect; nearly all actives have a fitted effect of over 75% in size
#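 Using a bead-based AlphaScreen, monomethylated H3K9 product from 2 h room-temperature reactions (G9a 20 nM, peptide 500 nM, SAM 20 uM) was detected with 0.5 ug/mL rabbit anti-H3K9me1 antibody.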
# BAZ2B block – blocks human BAZ2B; Q9UIF8; AlphaScreen BAZ2B-H3K14Ac peptide displacement; Potency, µM (series often up to 114 µM), for inactives: top-dose activity change, negative = inhibition, most hits filed as inhibitors; 360,000 tested, 4.4% active; further: on the % scale 0 is the no-effect control and ±100 the full control effect; nearly all actives have a fitted effect of over 60% in size
#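 In this displacement format the biotinylated H3(5-23) peptide acetylated at Lys14 serves as ligand at 50 nM, with BAZ2B at 50 nM in PBS pH 7.4 containing 0.01% Tween-20. Donor and acceptor beads are 10 ug/mL final.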
# POLI inh – blocks human DNA polymerase iota activity | Pol iota fluorescent replication assay, 10 min | Q9UNA4 | AID 588590 | Potency, µM (series often up to 115 µM), for the others: at the top dose activity, negative = inhibition, actives largely listed as inhibitors | 390,000 tested, 1% active
#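 Fluorescent replication assay read twice, at 0 min and 10 min after adding 50 nM (final) substrate. Enzyme (10 nM) and compounds were first incubated 15 min at room temperature; enzyme-free buffer wells were negative controls.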
# Pol beta inh – blocks human DNA polymerase beta activity | Pol beta primer extension/strand displacement, fluorescence kinetic | Potency, µM (highest dose often 114 µM), without a hit: at the highest dose activity change, negative = inhibition, most hits filed as inhibitors | 340,000 tested, 1.3% active | AID 485314; further: on the % scale 0 is the no-effect control and ±100 the full control effect
#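 Values derive from four-parameter Hill fits of normalized kinetic data: reads at 0 and 10 min following addition of 50 nM substrate to 10 nM Pol beta preincubated 15 min with compound.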
# Starred values were filed as active, the others as inactive; ? = inconclusive; / = no result given; & = joins results of further samples; ! = a repeat was not active; [ ] = another dose, or the depositor's remark. The call rests on the fitted dose curve; in most records, active means well fitted curve in the direction sought with a large enough effect; inconclusive means small, poorly fitted or top-dose-only effect, or another doubt; inactive means no such curve, though single readings can be large; an effect the other way counts as inactive or inconclusive. Potency means the concentration at half of the fitted maximal effect.
entry	compound	Pol kappa inh	POLI inh	JMJD2A Tudor inh	BAZ2B block	Pol beta inh
1	COc1ccc(S(=O)(=O)N2Cc3ccccc3CC2C(=O)Nc2cccc(C)c2)cc1OC (stereo not given)	-11%	-4%	-16%	2%[57.1 µM]	8%
2	CCOC(=O)c1sc2ccccc2c1S(=O)(=O)N1CCN(c2ccccc2)CC1	-15%[60.1 µM]	0%	-25%	-13%	-13%
3	O=C(Nc1ccc(S(=O)(=O)NCc2ccccc2)cc1)Nc1ccc2c(c1)OCO2	-2%	-12%[58.9 µM]	-28%	-32%	-1%
4	C=CCn1c(SCC(=O)c2ccc(O)c(O)c2)nnc1-c1ccc(OC)cc1	45µM*	50µM*	?	-19%	/
5	COc1ccc(N2CCN(C(=O)C3=NNC(=O)CC3)CC2)cc1	-6%	5%	-14%	-6%	16%
6	COc1ccc(OCC(=O)N/N=C(\C)CC(=O)Nc2cccc([N+](=O)[O-])c2)cc1	-13%	24%	-23%	-13%	-1%
7	CC1(C)Cc2nc3sc4c(N(CCO)CCO)ncnc4c3cc2CO1	0%	15%	-14%	-9%	0%
8	Nc1c2c(=O)[nH]c(O)cc2nn1-c1ccccc1	?	8.9µM*	-16%	/	/
9	CN(c1ccccc1)C1CCCCC1NS(=O)(=O)c1ccc(Cl)cc1 (stereo not given)	-8%	7%	-19%	-20%	1%
10	CC(C)(C)N(Cc1ccccc1)C(=O)COC(=O)[C@@H]1CCCN1C(=O)c1cccs1	-8%	-3%	-12%	7%	/
11	FC(F)(F)c1nnc2ccc(N3CCN(c4ccccc4)CC3)nn12	-1%	18%	-3%[57.1 µM]	-1%	21%
12	COc1cc(NC(=O)CN2CCN(c3ccc(F)cc3)CC2)cc(OC)c1	-2%[60.1 µM]	18%	-3%	-3%	0%

entry	G9a block	BLM inh	APE1 inh	Pol eta inh
1	-2%[59 µM]	-10%	/	-5%
2	?	-8%	/	-16%
3	-25%[59 µM]	-5%	-6%	-2%
4	-3%[0.501 µM]	/	-32%	10µM*
5	20%[59 µM]	2%	2%	8%
6	-10%	0%	?	-24%
7	-2%[12.7 µM]	-5%	10%	0%
8	/	/	/	50µM*
9	-45%[59 µM]	-17%	3%	-29%
10	-42%	/	3%	-3%
11	1%[59 µM]	-4%	2%	-11%
12	6%[59 µM]	-1%	/	-22%

# (list continues)
entry	compound	Pol kappa inh	POLI inh	JMJD2A Tudor inh	BAZ2B block	Pol beta inh
13	O=C(NC1CCS(=O)(=O)C1)C1C2CC3CC(C2)CC1C3 (stereo not given)	5%	18%	-9%	-1%	36%
14	O=C(O)CNC(=O)c1ccc(NC(=O)/C(=C/c2ccccc2)NC(=O)c2ccccc2Br)cc1	-8%	-4%	-15%	-8%	11%
15	CCCN(CC(=O)Nc1ccccc1C)C(=O)COC(=O)CSc1ccc([N+](=O)[O-])cc1	0%	1%	-22%	-1%	/
16	CCOc1cc(C)c(Cl)cc1S(=O)(=O)NCCOC	-6%	14%	-3%	4%	-2%
17	CC(NC(=O)Nc1ccccc1)C(c1ccccc1)N1CCOCC1 (stereo not given)	-2%	-1%	-7%	13%	10%
18	Cc1nn(C)c(Cl)c1CN1CCCC(CO)(Cc2cccc(Cl)c2)C1 (stereo not given)	6%	?	-14%	-19%	-5%
19	Cc1ccsc1C(=O)N1CCN(c2ncc(C(F)(F)F)cc2Cl)CC1	-9%	-2%	-11%	/	/
20	CCOc1ccc(C(=O)Nn2cnnc2)cc1OCC	-5%	-12%	-13%	-11%	-2%
21	CCNC(=O)c1ccc(C2SCC(=O)N2CCc2ccccc2)cc1 (stereo not given)	3%	46%[activator]	7%	12%	23%
22	CN(C)c1ccc(C(CNS(=O)(=O)c2ccc(Br)cc2)N2CCOCC2)cc1 (stereo not given)	-4%[60.1 µM]	-5%	?	45µM*	11%
23	COc1ccc(S(=O)(=O)N2CCCN(CC(=O)Nc3ccc(NC(C)=O)cc3)CC2)cc1	0%&8%	70%&1%[activator]	-17%&-15%	-3%&-15%	7%&1%
24	COC(=O)CC1C(=O)NCCN1C(=O)CSc1nnc(Nc2ccc(OC)cc2)s1 (stereo not given)	4%	13%	-3%	-2%	-3%

entry	G9a block	BLM inh	APE1 inh	Pol eta inh
13	7%	1%	-6%	0%
14	-7%	3%	-9%	2%
15	?	/	27%	-8%
16	22%	5%	-4%	-6%
17	-2%[59 µM]	-2%	7%	-23%
18	/	-4%	1%	-16%
19	/	/	/	-13%
20	/	1%	10%	-8%
21	2%[59 µM]	2%	17%	-20%
22	?	0%	/	-5%
23	-3%[59 µM]	1%&-2%	-21%	-23%&-9%
24	-33%[0.0925 µM]	-3%	-2%	9%

# From no. 15 to 19, copied from above:
entry	compound	Pol kappa inh	POLI inh	JMJD2A Tudor inh	BAZ2B block	Pol beta inh
15	CCCN(CC(=O)Nc1ccccc1C)C(=O)COC(=O)CSc1ccc([N+](=O)[O-])cc1	0%	1%	-22%	-1%	/
16	CCOc1cc(C)c(Cl)cc1S(=O)(=O)NCCOC	-6%	14%	-3%	4%	-2%
17	CC(NC(=O)Nc1ccccc1)C(c1ccccc1)N1CCOCC1 (stereo not given)	-2%	-1%	-7%	13%	10%
18	Cc1nn(C)c(Cl)c1CN1CCCC(CO)(Cc2cccc(Cl)c2)C1 (stereo not given)	6%	?	-14%	-19%	-5%
19	Cc1ccsc1C(=O)N1CCN(c2ncc(C(F)(F)F)cc2Cl)CC1	-9%	-2%	-11%	/	/

entry	G9a block	BLM inh	APE1 inh	Pol eta inh
15	?	/	27%	-8%
16	22%	5%	-4%	-6%
17	-2%[59 µM]	-2%	7%	-23%
18	/	-4%	1%	-16%
19	/	/	/	-13%

# Further structures.
entry	compound	Pol kappa inh	POLI inh	JMJD2A Tudor inh	BAZ2B block	Pol beta inh
25	O=C(NCCN1CCCOC1=O)C(=O)NCCN1CCCOC1=O	-4%	3%	-6%	2%	1%
26	CCCc1cc(C(=O)Nc2ccn(Cc3ccc(C)cc3)n2)no1	-16%	26%	12%	21%	0%
27	O=C(Nc1ccccc1)Nc1ccccc1NS(=O)(=O)c1cccs1	2%	3%	-17%	-12%	0%
28	CCC(=O)N1CCc2cc(Br)cc(S(=O)(=O)N3CCCC(C(=O)Nc4cccc(F)c4)C3)c21 (stereo not given)	-6%	-8%	-14%	-9%	-11%
29	O=C(NCc1ccco1)c1cnc2n(c1=O)CCS2	-13%	?	-13%	1%	23%
30	CC(C)Cn1c(N)c(C(=O)COC(=O)c2cc(S(=O)(=O)N3CCOCC3)ccc2Br)c(=O)n(C)c1=O	-28%	-28%	-26%	/	/
31	CNC(=O)c1c(NC(=O)c2ccc(S(=O)(=O)N3CCCC(C)C3)cc2)sc2c1CCC2 (stereo not given)	-5%[60.1 µM]	1%	-26%	-7%	?
32	O=C(c1ccccc1[N+](=O)[O-])N1CCCN(C(=O)c2ccccc2[N+](=O)[O-])CC1	-8%	133%[activator]	8%	-2%	9%
33	N#Cc1c(NC(=O)CCn2cnc3ccccc3c2=O)oc(-c2ccccc2)c1-c1ccccc1	-6%	3%	-16%	-7%	-4%
34	COC(=O)c1cc(S(=O)(=O)N2CCN(c3ccc(F)cc3)CC2)cn1C	-7%&-7%	-3%&9%	-22%&-7%	2%&-19%	28%&-11%
35	O=C(O)c1ccc(-n2nnnc2SCc2ccccc2Br)cc1	-6%	-13%	5%	6%	1%
36	Cc1cccc(OCCN2C(=O)C(=O)c3cccc(C)c32)c1	6%	7%	?	3%	15%

entry	G9a block	BLM inh	APE1 inh	Pol eta inh
25	2%	-2%	-2%	-7%
26	104%[activator]	-9%	-4%	-7%
27	-7%[59 µM]	-3%	-6%	-24%
28	-46%[59 µM]	-7%	/	-2%
29	50µM*	-2%	13%	-2%
30	/	/	-2%	-11%
31	0%[59 µM]	-7%	/	3%
32	8%	2%	5%	-8%
33	-32%[12.7 µM]	-10%	-2%	?
34	-5%	-3%&-1%	-10%	-2%&-20%
35	11%	-7%	49%	-6%
36	6%[59 µM]	-10%	12%	-17%

# Going on with the list:
entry	compound	Pol kappa inh	POLI inh	JMJD2A Tudor inh	BAZ2B block	Pol beta inh
37	COc1ccc(-c2csc(NC(=O)CCNC(=O)c3ccco3)n2)cc1OC	-7%	26%	-10%	-25%	/
38	O=C(NNc1ncnc2ccccc12)c1cccc(Cl)c1	1%	31%	6%	79µM*	?
39	Cc1oc2ccc(OC(=O)N3CCOCC3)cc2c1C(=O)OC(C)C	-2%	0%	-14%	/	13%
40	CCCCCCCCCCCCCCCC(=O)N[C@@H](COP(=O)(O)O)C(=O)O	27µM*!	/	/	/	/
41	CCOc1ccc(C(=O)NC2CCN(C(=S)NCc3ccco3)CC2)cc1	-5%	16%	-12%	-6%	-1%
42	COc1ccc(OCC(=O)Nc2ccc(S(=O)(=O)Nc3cc(C)on3)cc2)cc1	-4%	?	3%	4%	/
43	Cc1cccc(N2CCN(c3ccc(C(=O)O)cc3NC(=O)c3ccccc3F)CC2C)c1 (stereo not given)	0%	-13%	56µM*	56µM*	?
44	CCOc1cc2[nH]c(=O)n(Cc3ccc(C(=O)N4CCN(c5ccccc5)CC4)cc3)c(=O)c2cc1OCC	-10%[60.1 µM]	10%	-30%	-29%	4%
45	COc1cccc(C(=O)Nc2c3c(nn2-c2ccc(Cl)cc2)CS(=O)(=O)C3)c1	-7%[60.1 µM]	1%	-21%	0%	29%
46	CCC1SC2=NC(C)=C(C(=O)OC)C(c3ccc(C)cc3)N2C1=O (stereo not given)	-18%	2%	-21%	-30%	2%
47	O=C(NC(=S)Nc1ccc(S(=O)(=O)Nc2nccs2)cc1)c1ccc(F)c(F)c1	-12%	17%	-27%	-36%	22%
48	Cc1cc(C)nc(NC(=O)c2ccc(Cl)cc2)n1	-9%	0%	1%	?	-21%

entry	G9a block	BLM inh	APE1 inh	Pol eta inh
37	15%[12.7 µM]	/	0%	-24%
38	79µM*	-7%	7%	-9%
39	-4%[59 µM]	-3%	3%	1%
40	14%[59 µM]	-20%&0%	-2%&14%&3%	/
41	?	-3%	-9%	-8%
42	-36%	/	12%	?
43	?	-5%	/	-4%
44	1%[59 µM]	-3%	/	-14%
45	-18%[59 µM]	-5%	/	1%
46	-16%[12.7 µM]	-10%	6%	-7%
47	?	-2%	2%	-7%
48	?	2%	6%	-1%

# Only part of the results is shown; count on the stated rates, not on these rows.
